Screening data: PubChem, several laboratories
FadD28 FP inh: inhibitors of FadD28 bisubstrate probe binding, primary screen, biochemical, fluorescence polarization, single point | inhibition, % at 12.5 µM | 360,000 compounds, 0.22% hits | AID 588549, 2011; in the data active means inhibition above about 8.5%, passing the limit was not always enough; inconclusive means no clear call, values can overlap the other calls
TcdB GH inh: TcdB glycohydrolase inhibitors, primary screen, biochemical, single point, plate reader; 350,000 compounds, 0.24% hits; inhibition, % at 9.99 µM; Toxin B (Clostridioides difficile), P18177; AID 652162, 2013; TcdB glycohydrolase enzymatic assay; in the data active means inhibition above about 10%
Target sequence (P18177 whole entry, looked up): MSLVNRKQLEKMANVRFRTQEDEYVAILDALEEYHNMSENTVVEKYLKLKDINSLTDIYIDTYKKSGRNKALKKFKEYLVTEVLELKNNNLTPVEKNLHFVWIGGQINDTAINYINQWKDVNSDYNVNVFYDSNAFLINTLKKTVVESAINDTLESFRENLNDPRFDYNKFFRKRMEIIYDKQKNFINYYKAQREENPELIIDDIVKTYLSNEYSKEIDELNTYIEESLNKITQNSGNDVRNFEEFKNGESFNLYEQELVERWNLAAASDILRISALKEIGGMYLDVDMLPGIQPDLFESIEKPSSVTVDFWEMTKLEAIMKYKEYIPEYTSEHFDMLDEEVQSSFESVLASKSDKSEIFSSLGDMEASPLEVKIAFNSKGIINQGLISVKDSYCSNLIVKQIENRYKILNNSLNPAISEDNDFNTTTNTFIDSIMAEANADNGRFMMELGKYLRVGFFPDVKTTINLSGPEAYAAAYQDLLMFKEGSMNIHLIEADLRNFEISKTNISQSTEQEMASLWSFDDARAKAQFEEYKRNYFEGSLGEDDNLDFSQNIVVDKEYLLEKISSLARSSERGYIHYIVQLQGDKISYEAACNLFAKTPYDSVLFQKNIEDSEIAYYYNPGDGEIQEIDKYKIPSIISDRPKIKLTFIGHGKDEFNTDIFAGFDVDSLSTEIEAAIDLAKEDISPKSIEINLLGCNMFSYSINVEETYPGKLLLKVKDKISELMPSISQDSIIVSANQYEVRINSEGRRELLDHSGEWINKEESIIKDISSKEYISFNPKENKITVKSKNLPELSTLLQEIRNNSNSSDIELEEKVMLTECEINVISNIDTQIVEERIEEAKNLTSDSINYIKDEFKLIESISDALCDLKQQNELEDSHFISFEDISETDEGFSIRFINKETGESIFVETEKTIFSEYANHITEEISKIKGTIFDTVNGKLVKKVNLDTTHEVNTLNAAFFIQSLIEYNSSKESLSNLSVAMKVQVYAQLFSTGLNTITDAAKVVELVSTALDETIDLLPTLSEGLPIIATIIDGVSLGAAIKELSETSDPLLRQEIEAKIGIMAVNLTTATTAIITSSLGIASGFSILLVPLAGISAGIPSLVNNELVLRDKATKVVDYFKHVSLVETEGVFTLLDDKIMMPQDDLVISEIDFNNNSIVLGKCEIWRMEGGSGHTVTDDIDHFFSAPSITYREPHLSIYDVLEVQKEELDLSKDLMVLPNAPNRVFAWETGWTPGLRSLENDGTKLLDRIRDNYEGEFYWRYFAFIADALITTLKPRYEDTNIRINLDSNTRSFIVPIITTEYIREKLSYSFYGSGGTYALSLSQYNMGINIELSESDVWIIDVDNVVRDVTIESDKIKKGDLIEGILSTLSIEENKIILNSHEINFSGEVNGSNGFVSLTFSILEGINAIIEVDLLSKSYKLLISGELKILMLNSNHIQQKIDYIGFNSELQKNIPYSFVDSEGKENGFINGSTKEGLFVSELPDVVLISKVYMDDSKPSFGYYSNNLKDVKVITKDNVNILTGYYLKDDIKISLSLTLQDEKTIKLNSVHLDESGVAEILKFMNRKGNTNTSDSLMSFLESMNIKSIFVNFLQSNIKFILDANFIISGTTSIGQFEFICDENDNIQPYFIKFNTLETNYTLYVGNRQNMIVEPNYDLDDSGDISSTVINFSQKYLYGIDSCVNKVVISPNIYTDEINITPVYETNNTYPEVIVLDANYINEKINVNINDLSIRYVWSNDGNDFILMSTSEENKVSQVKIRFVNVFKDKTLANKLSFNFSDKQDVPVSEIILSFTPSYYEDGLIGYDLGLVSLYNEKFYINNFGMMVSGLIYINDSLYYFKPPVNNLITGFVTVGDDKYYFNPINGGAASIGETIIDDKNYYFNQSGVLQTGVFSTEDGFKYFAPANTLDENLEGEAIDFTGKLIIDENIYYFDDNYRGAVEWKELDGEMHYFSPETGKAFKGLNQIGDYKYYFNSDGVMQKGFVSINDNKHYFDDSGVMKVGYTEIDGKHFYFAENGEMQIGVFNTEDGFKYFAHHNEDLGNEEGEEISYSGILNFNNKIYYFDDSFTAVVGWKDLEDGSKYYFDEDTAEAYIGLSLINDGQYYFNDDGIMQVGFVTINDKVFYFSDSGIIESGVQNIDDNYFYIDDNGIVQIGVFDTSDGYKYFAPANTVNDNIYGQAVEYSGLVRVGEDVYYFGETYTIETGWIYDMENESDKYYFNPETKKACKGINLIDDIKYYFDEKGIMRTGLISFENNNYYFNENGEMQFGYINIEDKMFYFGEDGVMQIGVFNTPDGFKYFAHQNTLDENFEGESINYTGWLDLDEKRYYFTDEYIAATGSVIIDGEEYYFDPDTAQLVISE
Anthrax LF inh2: Bacillus anthracis LF protease inhibitors, primary screen, biochemical, multiplex microsphere, MLPCN library; multiplex microsphere protease cleavage assay; inhibition, % at 10 µM; 360,000 compounds, 0.12% hits; AID 588501, 2011; further: plate controls were buffer without enzyme for full effect and enzyme alone for no effect
PfHsp40 rescue: rescue of yeast from PfHsp40 toxicity, primary screen, S. cerevisiae, ATP luminescence | S. cerevisiae expressing PfHsp40, growth rescue | growth rescue, % at 12.5 µM | 340,000 compounds, 0.68% hits | AID 504582, 2011; in the data active means growth rescue above about 28%, passing the limit was not always enough; inconclusive means no clear call, values can overlap the other calls;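 further: yeast W303a lacking pdr1 and pdr3 grown in galactose medium; growth measured after three days at 30 °C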
PrPC surface inh: inhibitors of human cell surface prion protein PrPC, primary screen, cell-based, TR-FRET; inhibition, % at 13.8 µM; AID 720596, 2013; Major prion protein (Homo sapiens), P04156; TR-FRET read-out; 370,000 compounds, 0.43% hits; in the data active means inhibition above about 24%; further: 0% = median of the test wells and 100% = reference compound wells
Y pestis TopoI: Yersinia pestis topoisomerase I inhibitors, primary screen, biochemical, cleavage product accumulation, plate reader, single point. DNA topoisomerase I (Yersinia pestis CO92). Y. pestis Topo-I cleavage product accumulation. activity, % at 10 µM. 360,000 compounds, 0.064% hits; in the data active means activity above about 50%, passing the limit was not always enough; inconclusive means no clear call, values can overlap the other calls; further: inactives centre near 2
BoNT A protease: BoNT/A light chain protease inhibitors, primary screen, biochemical, flow cytometry, MLPCN library; Botulinum neurotoxin type A light chain protease (Clostridium botulinum A str. ATCC 3502); multiplex microsphere protease substrate cleavage; inhibition, % at 10 µM; 360,000 compounds, 0.17% hits; AID 588499, 2011; further: plate controls were buffer without enzyme for full effect and enzyme alone for no effect
CCHFV vOTU inh: CCHFV vOTU protease inhibitors, primary screen, biochemical, Pep-AMC substrate, fluorescence. Crimean-Congo hemorrhagic fever virus L polyprotein viral ovarian tumor (vOTU) protease …. 370,000 compounds, 0.55% hits. inhibition, % at 11.5 µM; in the data active means inhibition above about 30%; further: 0% = vehicle wells with enzyme and 100% = no enzyme wells
BoNT-F LC inh: BoNT/F light chain protease inhibitors, primary screen, biochemical, flow cytometry, MLPCN library | Botulinum neurotoxin type F light chain protease (Clostridium botulinum) | 360,000 compounds, 0.22% hits | Multiplex microsphere protease cleavage assay | inhibition, % at 10 µM; in the data active means inhibition above about 35%, passing the limit was not always enough; inconclusive means no clear call, values can overlap the other calls; further: plate controls were buffer without enzyme for full effect and enzyme alone for no effect
* hit, by the source's call; ? = inconclusive; · = not tested or not shown. Unless noted, no stated cut-off is given here; in the data, active means inhibition above about 30%; inconclusive means no clear call, values can overlap the other calls; inactive means below that. Hits appear at their usual frequency; any-hit rate near 2.3%.

No.	structure	FadD28 FP inh	TcdB GH inh	Anthrax LF inh2	PfHsp40 rescue	PrPC surface inh	Y pestis TopoI	BoNT A protease	CCHFV vOTU inh	BoNT-F LC inh
1	COc1cccc(NC(=O)CN(C)C(=O)CCCc2nc3ccccc3c(=O)[nH]2)c1	-3.2	0.8	2	-0.6	5	3	1.7	-7	1
2	Cc1ccc(NC(=O)CN2C(=O)S/C(=C\c3cc(C)n(-c4ccc(C(=O)O)cc4)c3C)C2=O)cc1	60*	-1.1	-3	-0.2	-11	-6	-0.6	10	-9
3	CCOC(=O)c1ccc2c(c1)n(CC)c(/C=C/N(C)c1ccccc1)[n+]2CC	0.3	0.5	4	-0.5	-2	21	2.7	-18	8
4	O=[N+]([O-])c1ccc2cn[nH]c2c1	-0.9	1.4	-1	6.4	-21	-4	-1.0	2	-4
5	CC(OC(=O)c1cccs1)C(=O)NCc1ccc2c(c1)OCO2 (stereo not drawn)	-0.3	·	-3	0.8	1	-6	0.8	3	-1
6	COc1ccc(NC(=O)Nc2c(C)noc2-c2ccccc2)cc1	-1.0	0.9	-9	-0.5	1	-3	?	-5	?
7	CC(C)COc1ccc(C(=O)Nc2cc(S(=O)(=O)N3CCOCC3)ccc2N2CCCC2)cc1	-3.7	0.5	-2	-0.6	-1	16	-1.5	7	7
8	COc1ccc(C(C)=O)cc1COC(=O)c1c(C)nn(-c2ccccc2)c1C	·	1.7	8	0.0	-5	5	-1.7	4	-11
9	Cc1ccc(CN2Cc3cccc4c3[C@@H](CC2=O)[C@H](O)[C@H](O)C4)cc1	-3.0	-7.4	5	1.8	6	-2	0.0	13	2
10	O=S(=O)(Nc1ncnc2scc(-c3ccc(F)cc3)c12)c1cc(F)ccc1F	-0.4	2.1	-11	-0.6	-4	5	-1.0	21	-6
11	COc1ccc(OC)c2sc(NC(=O)C3CC3)nc12	-1.5	1.5	0	-1.7	1	-10	0.1	11	-11
12	CC(C)c1nnc(SCC(=O)NC2CCCCC2)n1C	-0.6	1.2	-4	-0.8	2	2	1.1	-9	4
13	COc1ccccc1NC(=O)C(C)Sc1nc(-c2ccccc2)cn1N (stereo not drawn)	-0.9	0.9	-4	0.2	4	-3	1.9	9	-6
14	O=C(N=Nc1c(O)n(C2OC(=O)c3ccccc32)c2ccccc12)c1ccc(O)cc1 (stereo not drawn)	2.5	·	-4	-0.7	-4	-4	0.0	0	-8
15	CSc1ccccc1NC(=O)c1c(Br)cnn1C	-2.1	·	-1	-0.9	-5	7	0.0	-9	2
16	CCOC(=O)C1CCN(C(=O)C2CCN(S(=O)(=O)c3ccc4c(c3)CC(C)N4C(C)=O)CC2)CC1 (stereo not drawn)	-1.8	0.3	5	-0.8	4	8	0.5	13	6
17	CCOc1ccc2c(c1)c(N=NC(N)=S)c(O)n2C	-3.9	0.6	-8	-0.4	-17	-10	-0.8	-3	-1
18	O=c1[nH]c(O)c(N=Nc2cc([N+](=O)[O-])ccc2O)c(=O)[nH]1	-0.6	-3.3	-3	-1.7	-32	-11	0.2	25	1
19	COc1ccc(NS(=O)(=O)c2cc(C(=O)Nc3ccccc3C(=O)O)ccc2C)cc1	-11	-0.3	·	0.2	5	2	·	12	·
20	C=CCn1c(C)csc1=Nc1ccc(C(=O)O)cc1	-2.6	-0.4	-4	-1.4	2	0	-0.1	7	-3
21	O=C1CCN(S(=O)(=O)c2ccc(Cl)cc2)CC1	-2.8	0.0	7	-1.0	2	3	-1.7	-6	0
22	CC(c1ccco1)N(C(=O)c1ccccc1F)c1ccccn1 (stereo not drawn)	-3.7	0.0	0	0.3	1	-3	-0.3	-11	-2
23	Cc1ccc(NC(=S)NC(=O)c2cccs2)cc1F	-5.2	0.9	-7	1.5	4	9	-0.7	6	-6
24	COc1ccc(-n2ncc3c2CC(C)(C)CC3NC(=O)CCN2CCCCC2=O)cc1 (stereo not drawn)	-0.7	1.9	4	1.1	1	3	-0.2	3	3
25	Cc1cc2nc(C3CCCN(C(=O)NCc4ccccc4)C3)[nH]c2cc1C (stereo not drawn)	-0.4	·	-2	0.0	9	0	0.2	2	10

Rewritten as labelled records: part of the list above.
[22] CC(c1ccco1)N(C(=O)c1ccccc1F)c1ccccn1 (stereo not drawn)
  FadD28 FP inh: -3.7	TcdB GH inh: 0.0	Anthrax LF inh2: 0	PfHsp40 rescue: 0.3	PrPC surface inh: 1	Y pestis TopoI: -3	BoNT A protease: -0.3	CCHFV vOTU inh: -11	BoNT-F LC inh: -2
[25] Cc1cc2nc(C3CCCN(C(=O)NCc4ccccc4)C3)[nH]c2cc1C (stereo not drawn)
  FadD28 FP inh: -0.4	TcdB GH inh: ·	Anthrax LF inh2: -2	PfHsp40 rescue: 0.0	PrPC surface inh: 9	Y pestis TopoI: 0	BoNT A protease: 0.2	CCHFV vOTU inh: 2	BoNT-F LC inh: 10
[20] C=CCn1c(C)csc1=Nc1ccc(C(=O)O)cc1
  FadD28 FP inh: -2.6	TcdB GH inh: -0.4	Anthrax LF inh2: -4	PfHsp40 rescue: -1.4	PrPC surface inh: 2	Y pestis TopoI: 0	BoNT A protease: -0.1	CCHFV vOTU inh: 7	BoNT-F LC inh: -3

Other records.
No.	structure	FadD28 FP inh	TcdB GH inh	Anthrax LF inh2	PfHsp40 rescue	PrPC surface inh	Y pestis TopoI	BoNT A protease	CCHFV vOTU inh	BoNT-F LC inh
26	Cc1ccc(CN2C3=NCCCN3c3ccccc32)cc1	-2.4	·	0	0.4	1	2	-0.1	11	-3
27	CCN(c1ccccc1)S(=O)(=O)c1ccc(Cl)c(C(=O)OCC(=O)NC(=O)C(C)C)c1	-4.1	0.3	-2	-0.2	10	6	0.7	7	2
28	CN(CCNC(=O)c1cc2c(=O)n(C)c3ccccc3c2n1C)Cc1ccccc1	-3.2	1.6	-7	1.0	9	28	-1.3	2	1
29	CC(Oc1ccc2ccc(=O)oc2c1)C(=O)N1CCOCC1 (stereo not drawn)	-2.9	-9.4	2	0.3	4	-4	0.4	-35	3
30	CCn1cc(CN2CCCC(C(=O)c3ccc(-c4ccccc4)cc3)C2)cn1 (stereo not drawn)	-4.8	1.1	-8	-0.1	6	20	-1.0	4	-5
31	CCCc1nnc(NC(=O)CCCC(=O)O)s1	-1.1	·	2	0.9	4	7	0.1	8	2
32	COc1ccccc1NS(=O)(=O)c1cc(NC(=O)/C=C/c2cccs2)ccc1N1CCOCC1	-0.9	-0.9	0	-1.1	-4	-2	0.8	-14	-2
33	COc1ccc(NC(=O)COC(=O)c2ccc3ccccc3n2)c(OC)c1	-2.1	0.8	10	0.4	11	12	0.2	-2	-6
34	COc1cccc(C(=O)NC2CCN(CC(=O)Nc3cccc(C)c3C)CC2)c1	-0.1	0.1	1	0.2	-5	25	-0.6	-2	-5
35	Cc1noc(C(=O)Nc2ccc(F)c(Cl)c2)c1Cl	0.0	-0.8	0	1.2	11	6	0.0	2	?
36	CCN(CC)C(=O)C(C)N(C#N)c1nc(C)cc(C)n1 (stereo not drawn)	-1.0	·	-3	-0.6	0	8	-0.5	-16	9
37	N#CCSc1nnc(Cc2cccs2)n1C1CCCCC1	0.0	·	-2	-2.4	5	9	1.1	-6	15
38	COc1ccccc1N(C)S(=O)(=O)c1ccc(C(=O)OCC(=O)N(C)c2ccccc2)cc1	-1.5	1.4	-3	1.5	-5	11	0.2	-5	-1
39	O=C(NCc1ccco1)c1ccc2c(c1)N(Cc1ccccc1)CCS2	-0.4	0.2	4	2.0	6	-4	-1.1	-55	-11
40	COc1ccc(C(=O)COc2ncnc3cc(Cl)ccc23)cc1	-3.5	-0.5	-4	-0.2	10	4	0.0	-9	-1
41	O=C(CSc1ccc(-c2ccccn2)nn1)NCc1ccc(F)cc1	-0.2	-0.2	1	248*	-1	4	-1.5	-8	-4
42	COc1ccccc1N1CCN(C2CCN(S(=O)(=O)c3ccc(NC(C)=O)cc3)CC2)CC1	-4.7	-0.2	-3	0.4	-6	8	1.2	-9	3
43	O=C(Oc1c(Br)cc([N+](=O)[O-])cc1Br)c1cccnc1	0.5	-0.9	1	-0.4	4	-6	-0.3	12	-1
44	O=C1CCCN2N=C(SCC(=O)Nc3ccc(Br)cc3)SC2=N1	-3.5	-0.3	1	0.0	2	3	0.4	-6	2
45	COc1cc(C2CC(=O)c3cnc(NC(=O)c4ccco4)nc3C2)cc(OC)c1OC (stereo not drawn)	-2.7	0.2	0	0.0	-1	-6	-0.7	5	3
46	COC(=O)c1ccc(CSc2ncnc3c2oc2ccccc23)o1	-3.1	·	-2	0.2	16	1	0.2	-4	0
47	COc1cc(OC)nc(NC(=O)CN2CCN(c3ccc(F)cc3)CC2)n1	0.7	0.5	-1	0.3	·	2	1.0	·	-2
48	CCn1cc(C(=O)OCC(=O)Nc2c(C)cccc2C)c(=O)c2ccc(C)nc21	0.7	1.2	1	-1.0	6	3	-0.2	-19	-1
49	O=C1CCC(C(=O)N(CCO)Cc2ccccc2)CN1CCCN1CCOCC1 (stereo not drawn)	1.7	-0.2	3	-1.0	-10	1	0.2	7	0
50	COC(=O)c1cccc(N(C(=O)c2cnccn2)C(C(=O)NC2CCCCC2)c2cn(C)nc2C)c1 (stereo not drawn)	2.1	·	6	7.9	1	-5	-0.9	-5	0

(cont.)
No.	structure	FadD28 FP inh	TcdB GH inh	Anthrax LF inh2	PfHsp40 rescue	PrPC surface inh	Y pestis TopoI	BoNT A protease	CCHFV vOTU inh	BoNT-F LC inh
51	COc1ccc(C(O)c2nc(-c3cc4ccccc4o3)cs2)cc1 (stereo not drawn)	-1.3	0.4	-5	·	2	12	-0.5	3	-2
52	CC1CC2(CCCCC2)N2C(=O)C(=O)c3cccc1c32 (stereo not drawn)	-1.5	1.7	-3	-1.0	-14	9	0.2	2	5
53	O=C(NCc1ccccc1)c1ccc(/C=N/O)nc1	-3.8	·	4	-0.9	7	1	0.5	-2	10
54	N/C(=N\OC(=O)CC1CCCCC1)c1ccccc1	1.1	1.7	-1	-0.8	3	1	-0.4	-14	-8
55	CCOC(=O)c1cnc(-n2cc(C)cn2)nc1Nc1ccccc1OCC	0.2	·	-1	0.1	-8	2	-1.7	-6	-3
56	Cc1ccc2[nH]c3nc(SCC#N)nnc3c2c1	-0.1	0.2	-7	0.5	-5	-2	-0.5	-6	-12
57	O=C(c1cc(S(=O)(=O)N2CCOCC2)ccc1F)N(CCc1ccccc1)Cc1ccccc1	-3.4	0.1	-18	0.8	6	4	-76	19	?
58	O=C1OC(c2ccccc2)C(O)=C1c1ccccc1 (stereo not drawn)	-3.0	-0.9	-6	-0.8	5	2	0.2	-11	-4
59	O=C(c1cccc(Cl)c1)N1CCN(c2ncccn2)CC1	-0.9	0.8	4	-0.8	1	3	-2.4	2	0
60	Cc1ccc(C2N(c3nccs3)C(=O)C3CCCN32)cc1 (stereo not drawn)	-2.3	·	-6	-1.0	-2	-5	-1.1	-17	-7
61	CCOc1ccc(OCC)c(NC(=O)CN2CCN(c3cccc(C)c3)C(C)C2)c1 (stereo not drawn)	0.2	·	-4	3.7	-1	-3	-1.1	4	-17
62	CCOc1ccc(CNC(=O)CCCc2cn(C)c3ccccc23)cc1	0.0	0.2	-12	1.9	12	23	1.7	8	1
63	O=C(CCC1CCCCC1)Nc1c[nH]c(=O)[nH]c1=O	-4.7	·	-1	0.7	-1	4	0.5	8	-1
64	CC(C)c1nn(-c2cc(C(F)(F)F)ccn2)c(=O)o1	-1.0	0.4	·	4.7	2	5	·	-4	·
65	CC(=O)Nc1ccc(-c2nn[nH]n2)cc1	-3.1	-2.2	-7	-0.2	2	5	-0.7	-9	1
66	Cc1ccc(C)c2[nH]c(=O)c(CN(CCCN(C)C)C(=O)NCc3ccccc3)cc12	-0.9	·	4	1.4	2	0	0.8	14	3
